aGal spleen mod: inhibitors or activators of human alpha-galactosidase in spleen homogenate | P06280 | human spleen homogenate, 4MU-alpha-Gal fluorescence, 40 min | Potency, µM (doses to about 80 µM), for the others: at the top dose activity change, negative = inhibition, most hits filed as inhibitors | 240,000 compounds, 0.008% hits;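 note: potency is the fitted concentration of half-maximal effect; 0% = enzyme with vehicle and -100% = no enzyme basal signal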
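Fluorogenic readout (Ex 365/Em 440 nm) of 4-methylumbelliferone released from 1 mM 4-MU-alpha-galactoside by spleen homogenate, 40 min at 37C, pH 5.0. Data normalized to no-enzyme and enzyme controls; Hill-equation AC50 from compound titrations.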
TRb-SRC2 inh: inhibitors of human thyroid hormone receptor beta-SRC2 interaction; P10828; TRbeta-SRC2 peptide binding, fluorescence polarization; receptor liganded with 1 µM T3; 280,000 compounds, 0.065% hits; Potency, µM (doses to about 106 µM), for the others: at the highest dose activity change, negative = inhibition, most hits filed as inhibitors;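 note: potency is the fitted concentration of half-maximal effect; plate controls were bound peptide for no effect and peptide without receptor for full effect; nearly all actives have a fitted effect of over 50% in size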
Target sequence (P10828 whole entry, looked up): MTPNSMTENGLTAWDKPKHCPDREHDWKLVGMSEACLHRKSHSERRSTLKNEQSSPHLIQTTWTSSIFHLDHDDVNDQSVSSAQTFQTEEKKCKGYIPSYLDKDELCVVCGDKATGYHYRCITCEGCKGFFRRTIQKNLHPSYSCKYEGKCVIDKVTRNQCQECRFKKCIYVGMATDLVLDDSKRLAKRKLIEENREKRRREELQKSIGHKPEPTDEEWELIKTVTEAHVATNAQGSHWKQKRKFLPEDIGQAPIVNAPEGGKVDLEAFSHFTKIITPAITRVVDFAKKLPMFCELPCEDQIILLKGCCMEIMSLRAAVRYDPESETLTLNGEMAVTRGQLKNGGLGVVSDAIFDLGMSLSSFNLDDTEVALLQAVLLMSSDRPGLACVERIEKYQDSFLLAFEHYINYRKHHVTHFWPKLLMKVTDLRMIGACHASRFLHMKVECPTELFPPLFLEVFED
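Each compound concentration gave % activity, normalized to unbound and bound Texas Red SRC2 controls, from polarization read after 5 hr ambient incubation with T3-loaded human TRb LBD.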
Tau fluor cs: counter-screen for tau fibril formation inhibitors; tau K18 P301L (four-repeat tau fragment) Alexa594 fluorescence, heparin fibrillization; Potency, µM (series often up to 57.7 µM), for the others: at the top dose activity change, negative = decrease; 280,000 compounds, 0.93% hits; note: potency is the fitted concentration of half-maximal effect; % is set by controls: 0 for no effect and ±100 for the full control effect; nearly all actives have a fitted effect of over 55% in size
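Human K18 P301L tau (15 uM unlabeled plus 0.24 uM Alexa 594-labeled, final) in 100 mM sodium acetate pH 7 was mixed with compound and 20 uM heparin and incubated 6 hr at 37 C.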
Tau FP inhib: tau fibrillization inhibition (FP) | K18 P301L tau heparin fibrillization, Alexa594 FP, 6 h | Potency, µM (titrated, usually from 57.7 µM), inactives show at the top dose activity, negative = inhibition, hits mostly inhibitors | 280,000 compounds, 0.39% hits; note: potency is the fitted concentration of half-maximal effect; % is set by controls: 0 for no effect and ±100 for the full control effect; nearly all actives have a fitted effect of over 55% in size
Target sequence (P10636 561-689 P618L limits assumed): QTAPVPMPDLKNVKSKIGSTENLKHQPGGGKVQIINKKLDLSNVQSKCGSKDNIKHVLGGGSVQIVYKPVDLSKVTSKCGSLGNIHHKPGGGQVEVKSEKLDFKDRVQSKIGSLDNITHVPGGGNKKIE
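Human K18 P301L fragment (15 uM unlabeled plus 0.24 uM Alexa 594-labeled) in 100 mM sodium acetate pH 7 with compound, aggregation induced by 20 uM heparin for 6 hr at 37 C. ThT (30 uM) added for 1 hr, then Alexa 594 FP read.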
Epigenetic derep: epigenetic control regulation, reporter derepression; murine LDR cells, GFP reporter derepression, 30 h; Potency, µM (doses to about 53.9 µM), for the others: at the top dose GFP activation, usual class: activators; 280,000 compounds, 0.2% hits; AID 1865; note: potency is the fitted concentration of half-maximal effect; % of control where 0% means no effect; nearly all actives have a fitted effect of over 60% in size
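Derepression of a silenced CMV-GFP reporter in murine LDR cells is scored by enumerating GFP-positive cells with a laser-scanning microplate cytometer after 30 hours of treatment at 37 C.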
CBFb-RUNX1 inh: CBF-beta/RUNX1 interaction disruption | Potency, µM (highest dose often 59.8 µM), for inactives: at the top dose activity, negative = inhibition, hits mostly inhibitors | AID 1477 | AlphaScreen CBFb-His/RUNX1-biotin binding, biochemical | 230,000 tested, under 10 active | Q01196+Q13951; note: % of control where 0% means no effect
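Proteins preincubated together for 20 min at RT before compound addition; 15 min later, nickel and streptavidin beads were added and left 90 min prior to AlphaScreen measurement.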
NPSR antag: antagonists of human neuropeptide S receptor cAMP signaling | Q6W5P4 | CHO-NPSR cells, cAMP TR-FRET, antagonist mode | Potency, µM (top dose mostly 38.3 µM), for inactives: top-dose activity change, negative = inhibition, hits mostly inhibitors | 220,000 compounds, 1% hits | AID 1461; note: potency is the fitted concentration of half-maximal effect; % is set by controls: 0 for no effect and ±100 for the full control effect; nearly all actives have a fitted effect of over 50% in size; many of its hits are not listed in these tables
Target sequence (Q6W5P4 whole entry, looked up): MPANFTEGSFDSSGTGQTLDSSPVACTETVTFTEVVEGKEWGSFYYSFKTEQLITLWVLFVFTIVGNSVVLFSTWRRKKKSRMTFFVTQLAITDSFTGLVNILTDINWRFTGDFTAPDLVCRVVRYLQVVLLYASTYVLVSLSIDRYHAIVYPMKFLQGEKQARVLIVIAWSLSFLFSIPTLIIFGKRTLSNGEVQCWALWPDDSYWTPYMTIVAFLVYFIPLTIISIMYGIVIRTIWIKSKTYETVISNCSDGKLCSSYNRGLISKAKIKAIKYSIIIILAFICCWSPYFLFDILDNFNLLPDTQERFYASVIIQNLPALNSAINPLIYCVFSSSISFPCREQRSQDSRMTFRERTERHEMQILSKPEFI
TexasRed fluor: alters Texas Red total fluorescence, flagging assay interference. TRb/SRC2 Texas Red total fluorescence interference. AID 1479. Potency, µM (top dose mostly 106 µM), for the others: top-dose fluorescence change, negative = quenching. 280,000 compounds, 0.29% hits; active = well fitted curve in either direction with a large enough effect; inconclusive = small, poorly fitted or top-dose-only effect; note: potency is the fitted concentration of half-maximal effect; % is set by controls: 0 for no effect and ±100 for the full control effect
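Flags fluorescent or light-absorbing compounds by total fluorescence, S + 2P, at 555 nm excitation and 632 nm emission. Mixture: 20 nM Texas Red SRC2 peptide, 0.6 uM human TRb LBD, 1 uM T3, 5% DMSO; compound exposure 5 h at ambient temperature.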
Numbers without * were called inactive; u = inconclusive; x = no result given; [ ] = another dose, or the depositor's remark. Unless noted, calls come from the whole dose curve; as a rule, active = well fitted curve in the direction sought with a large enough effect; inconclusive = small, poorly fitted or top-dose-only effect, or another doubt; inactive = no such curve, though single readings can be large; an effect the other way counts as inactive or inconclusive.

Order of results – aGal spleen mod	TRb-SRC2 inh	Tau fluor cs	Tau FP inhib	Epigenetic derep	CBFb-RUNX1 inh	NPSR antag	TexasRed fluor
1. CCCCCNC(=O)C1CC=CCC1C(=O)O (stereo not given)
    1%	9%	-7%	-4%	1.2%	0%	-3%[46.1 µM]	1%
2. COc1ccc(NC(=O)CSc2nnc(NC(=O)CN3CCOCC3)s2)cc1
    0%	1%	3%	10%	-0.2%	-6%	7%	4%
3. CCn1c(Cc2ccccc2)nnc1SCC(=O)N1CCCCC1
    -1%	-4%	-1%	-5%	-3.5%	15%	5%[46.1 µM]	-2%
4. Cc1ccccc1Nc1nnc(SCc2cc(=O)n3ccsc3n2)s1
    -19%	-26%	-19%	-7%	-3.1%	-3%	-11%[46.1 µM]	-3%
5. CCc1ccccc1NC(=O)c1cc(C2CC2)on1
    -10%	-1%	-8%	-2%	0.7%	0%	5%[46.1 µM]	-3%
6. CC(C)=CCN1CCN(Cc2cccn2-c2nccs2)CC1CCO (stereo not given)
    15%	-1%	-7%	-1%	-1.1%	7%	-3%	-5%
7. CCN(Cc1ccccc1)S(=O)(=O)c1ccc(S(=O)(=O)N2CCN(CCC#N)CC2)cc1
    2%	-5%	-5%	7%	-0.8%	9%	11%[46.1 µM]	-2%
8. Cc1c(N=Cc2ccc(-c3ccc(Cl)cc3)o2)c(=O)n(-c2ccccc2)n1C
    -7%	-1%	-13%	3%	3.3%	-29%	u	-3%
9. CC(C)c1ccc(Cc2cn3cc(-c4cc5ccccc5oc4=O)nc3s2)cc1
    x	9%	-9%	-6%	1.0%	x	x	6%
10. COC(=O)c1ccccc1NC(=O)C1CC(c2ccccc2O)=NO1 (stereo not given)
    3%	-2%	-15%	-5%	0.0%	13%	u	1%
11. CCCN1C(=O)C2(c3ccccc31)c1c(oc3ccc(F)cc3c1=O)C(=O)N2CCCOC(C)C (stereo not given)
    x	u	-23%	-10%	-1.9%	x	x	3.5µM*[quencher]
12. COc1ccc(C(=O)N2CCN(c3c(C)cccc3C)CC2)cc1OC
    0%	2%	-3%	15%	1.7%	-7%	-23%[46.1 µM]	-2%
13. O=C(Cc1c[nH]c2ccccc12)N1CCc2ccccc21
    5%	-18%	-28%	u	-0.8%	3%	-4%[46.1 µM]	2%
14. CCOC(=O)c1c(NC(=O)c2ccncc2)sc(C)c1C
    1%	0%	-14%	-6%	-0.5%	3%	-2%	-4%
15. COCCn1c(N)c(C(=S)NC(=O)c2cccs2)c(=O)[nH]c1=O
    0%	-2%	-18%	u	-4.8%	4%	33%	-2%
16. CCOc1cc(CNCC2CCCN2CC)cc(Cl)c1OC (stereo not given)
    4%	-3%	8%	2%	-0.7%	0%	6%	0%
17. Cc1nc(CCNC(=O)c2cccs2)cs1
    -1%	-20%	0%	0%	-1.0%	-3%	15%	-1%
18. COc1ccc2nc(SCC(=O)Nc3ccccc3C#N)[nH]c2c1
    3%	-3%	-21%	4%	-2.9%	4%	1%[46.1 µM]	-1%
19. Cc1nc(CN2CCCC2=NC#N)n(-c2ccccc2)n1
    0%	-1%	-1%	5%	0.5%	1%	-11%[46.1 µM]	-1%
20. CCC(=O)Nc1cccc2cccnc12
    -2%	1%	4%	6%	-0.8%[10.1 µM]	4%	5%	1%

Arranged by molecular weight (low to high): some entries from above.
Order of results – aGal spleen mod	TRb-SRC2 inh	Tau fluor cs	Tau FP inhib	Epigenetic derep	CBFb-RUNX1 inh	NPSR antag	TexasRed fluor
20. CCC(=O)Nc1cccc2cccnc12
    -2%	1%	4%	6%	-0.8%[10.1 µM]	4%	5%	1%
19. Cc1nc(CN2CCCC2=NC#N)n(-c2ccccc2)n1
    0%	-1%	-1%	5%	0.5%	1%	-11%[46.1 µM]	-1%
16. CCOc1cc(CNCC2CCCN2CC)cc(Cl)c1OC (stereo not given)
    4%	-3%	8%	2%	-0.7%	0%	6%	0%
12. COc1ccc(C(=O)N2CCN(c3c(C)cccc3C)CC2)cc1OC
    0%	2%	-3%	15%	1.7%	-7%	-23%[46.1 µM]	-2%

In the list so far, these have a cyano group.
Order of results – aGal spleen mod	TRb-SRC2 inh	Tau fluor cs	Tau FP inhib	Epigenetic derep	CBFb-RUNX1 inh	NPSR antag	TexasRed fluor
7. CCN(Cc1ccccc1)S(=O)(=O)c1ccc(S(=O)(=O)N2CCN(CCC#N)CC2)cc1
    2%	-5%	-5%	7%	-0.8%	9%	11%[46.1 µM]	-2%
18. COc1ccc2nc(SCC(=O)Nc3ccccc3C#N)[nH]c2c1
    3%	-3%	-21%	4%	-2.9%	4%	1%[46.1 µM]	-1%
19. Cc1nc(CN2CCCC2=NC#N)n(-c2ccccc2)n1
    0%	-1%	-1%	5%	0.5%	1%	-11%[46.1 µM]	-1%

Remaining list, next part:
Order of results – aGal spleen mod	TRb-SRC2 inh	Tau fluor cs	Tau FP inhib	Epigenetic derep	CBFb-RUNX1 inh	NPSR antag	TexasRed fluor
21. CCOc1cc(CO)ccc1OCC(=O)N1CCCCC1
    -6%	-16%	-11%	-12%	-1.0%	2%	-3%[46.1 µM]	-2%
22. Cc1noc2ncnc(N3CCN(c4cccc(Cl)c4)CC3)c12
    1%	2%	-18%	1%	9.0%	7%	-4%	-2%
23. CNC(=O)C(=O)N/N=C/c1cccnc1
    -5%	-4%	-2%	9%	-1.1%	7%	-28%	-7%
24. O=C(N/N=C/c1ccccc1F)c1ccc(COc2ccccc2Cl)o1
    0%	-2%	-27%	-9%	-1.0%	-1%	1%	-1%
25. CCN(C(=O)c1cc2c(s1)-c1c(C)cccc1OC2)c1ccccc1F
    x	1%	-20%	1%	0.0%	x	x	6%
26. Cc1csc(NC(=O)C2CCCC2)n1
    -5%	-3%	-6%	13%	1.0%	-1%	0%[46.1 µM]	-1%
27. CCOC(=O)c1c(NC(=O)C2=C(C)NC(=S)NC2c2ccccc2C(F)(F)F)sc(C)c1C (stereo not given)
    -5%	10%	1%	8%	0.0%	-4%	u	13%
28. CC(=O)/C(N=Nc1cc2c(c([N+](=O)[O-])c1C)C(C)(C)CC2(C)C)=C(\C)O
    4%	-7%	-14%	2%	-0.7%	7%	u	-2%
29. CC1=NN(c2ccc(S(=O)(=O)O)cc2Cl)C(=O)C1
    -1%	-28%	-17%	u	2.5%	-1%	0%	1%
30. CC(C)(C)c1ccc(CS(=O)CC(O)CO)cc1 (stereo not given)
    -6%	-8%	-1%	3%	1.0%	2%	19%	3%

Results in NPSR antag, for some of the entries so far:
nr | SMILES | NPSR antag
18 | COc1ccc2nc(SCC(=O)Nc3ccccc3C#N)[nH]c2c1 | 1%[46.1 µM]
19 | Cc1nc(CN2CCCC2=NC#N)n(-c2ccccc2)n1 | -11%[46.1 µM]

(continued)
Order of results – aGal spleen mod	TRb-SRC2 inh	Tau fluor cs	Tau FP inhib	Epigenetic derep	CBFb-RUNX1 inh	NPSR antag	TexasRed fluor
31. C/C(=N\OC(=O)NC(C)C)c1sc(-c2ccc(Cl)cc2)nc1C
    -11%	-1%	-13%	7%	-1.3%	5%	-27%[46.1 µM]	-5%
32. CC(=O)Nc1ccccc1OC(C)C(=O)NC(C)c1ccc(F)cc1 (stereo not given)
    -12%	-8%	-1%	-4%	1.1%	24%	4%	-1%
33. O=C(NC(Cc1ccccc1)C(=O)O)/C(=C\c1ccco1)NC(=O)c1ccccc1Br (stereo not given)
    -3%	-5%	-1%	4%	0.0%	-14%	15%	3%
34. COc1ccc(C(CNC(=O)COc2ccc(C)cc2)N2CCCCC2)cc1 (stereo not given)
    x	2%	0%	-10%	1.1%	x	x	-3%
35. Cc1ccc(-c2csc3nnc(SCC(=O)NCc4ccc5c(c4)OCO5)n23)cc1
    -2%	-4%	-3%	10%	-0.8%	10%	u	2%
36. N#CCCN(CC(=O)O)S(=O)(=O)c1ccccc1
    3%	4%	1%	-6%	0.0%	3%	-11%[46.1 µM]	-3%
37. COc1ccc(OCC(=O)N2N=C(C(F)F)CC2(O)C(F)F)cc1 (stereo not given)
    -9%	1%	0%	-2%	2.1%	3%	3%	-1%
38. CC(=O)c1nn(-c2cccc(Br)c2)cc1C(=O)c1ccco1
    -5%	3%	1%	-14%	1.2%	6%	-9%[46.1 µM]	-2%
39. Cc1cc(-c2ccccc2)c2c3c(c(-c4ccccc4)n2n1)c(=O)n(C)c(=O)n3C
    16%	-29%[53 µM]	-6%	9%	u	-3%	-5%[46.1 µM]	0%[53 µM]
40. Cc1cc(/C=C(\C#N)C(=O)Nc2ccccc2)c(C)n1-c1ccc(F)cc1
    x	-3%	-14%	u	8.1%	x	x	u

Bioassay records deposited in PubChem BioAssay by National Center for Advancing Translational Sciences (NCATS).

Only part of the results is shown; count on the stated rates, not on these rows.
